# Bioassay records from PubChem.
# p53ts 32C tox: p53ts cell cytotoxicity, permissive temperature; H1299-p53A138V at 32C, ATP luminescence viability, 24 h; Potency, µM (titrated, usually from 46.1 µM), inactives show top-dose activity change, negative = cytotoxicity, actives largely listed as cytotoxic; hit rate 0.93% among 130,000; AID 924;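 note: 0% = DMSO and -100% = full killing by reference compound; nearly all actives have a fitted effect of over 55% in size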
#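 Cells: H1299 p53ts (A138V), 600/well, pre-incubated 16–30 h at 37C. Cpd up to 46 uM, 24 h, 32C. Readout: ATPlite luminescence, 20 min RT. Normalization: DMSO vs tamoxifen 100 uM. AC50 by Hill equation.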
# p53ts 39C tox: kills p53ts cells at the nonpermissive temperature | Potency, µM (doses to about 46.1 µM), for the others: at the top dose activity change, negative = cell killing, actives largely listed as cytotoxic | hit rate 1.5% among 130,000 | AID 902 | H1299-p53A138V viability at 39C, ATP luminescence, 24 h; note: nearly all actives have a fitted effect of over 55% in size
# IkB signaling: IkB pathway inhibition in ABC-DLBCL cells | ABC-DLBCL IkBa-CBG/CBR dual luciferase ratio, 4 h; response scale: scaled: untreated 0%, proteasome inhibitor 100% | Potency, µM (top dose mostly 57.1 µM), for inactives: top-dose IkBa stabilization activation | AID 445 | hit rate 0.04% among 110,000; active = well fitted curve in the direction sought with a large enough effect in the signal ratio, not every such curve was filed as active; inconclusive = small, poorly fitted or top-dose-only effect, or a change in a side signal; the % refers to the signal ratio;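 note: the direction sought is a rising ratio; 0% = basal untreated cells and 100% = reference inhibitor full response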
#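 In this assay, an IκBα–CBG68 fusion accumulates when IKK-driven degradation is blocked; native CBR normalizes for cell number. OCI-Ly3 cells were treated 4 h with compound and doxycycline, then green and red light read after Chroma-Glo addition.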
# Peg3 imprint: induces erasure of genomic imprints in mouse ES cells; mouse ES Peg3-LacZ reporter, beta-gal luminescence, 40 h; Potency, µM (highest dose often 60.7 µM), for the others: top-dose activity change, positive = activation, actives largely listed as activators; hit rate 0.02% among 110,000; AID 1948;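 note: 0% = negative control wells on the plate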
#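 Gelatin-coated wells received 300 freshly trypsinized female ES cells with a Peg3LacZ-Neo reporter on the maternal allele, then incubated 40 hours at 37C. BetaGlo was added for 5 minutes at room temperature before a single luminescence read.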
# Active calls of the source: *; ? = inconclusive; · = no result given; & = joins results of further samples; [ ] = another dose, or the depositor's remark. Unless noted, calls come from the whole dose curve; as a rule, active = well fitted curve in the direction sought with a large enough effect; inconclusive = small, poorly fitted or top-dose-only effect, or another doubt; inactive = no such curve, though single readings can be large; an effect the other way counts as inactive or inconclusive. Unless noted, % is set by controls: 0 for no effect and ±100 for the full control effect; potency is the fitted concentration of half-maximal effect.
# Field names: A = p53ts 32C tox; B = p53ts 39C tox; C = IkB signaling; D = Peg3 imprint
> Cc1ccc(N(CC2=NCCN2)c2cccc(O)c2)cc1
  A = 4.6% | B = 4.3% | C = -1.4% | D = -12.4%

> C[N+]1(C)CCC(=C(c2ccccc2)c2ccccc2)CC1
  A = 8.0%[20.6 µM] | B = 3.4%[20.6 µM] | C = -0.1%[25.6 µM] | D = -13.6%[16.8 µM]

> CC(O)CNC(=O)C(=O)Nc1c2c(nn1-c1ccc(Cl)cc1)CSC2 (stereo not given)
  A = -2.1% | B = -5.0% | C = -1.5% | D = -6.8%[10.9 µM]

> C1COC(NC(C2CC2)C2CC2)=N1
  A = 28.7% | B = 5.7% | C = ? | D = -6.6%

> COc1ccc(CC(=O)Nc2c(C(=O)N3CCN(c4ccccc4F)CC3)oc3ccccc23)cc1OC
  A = 2.8% | B = -4.5% | C = ? | D = -13.7%[10.9 µM]

> CN1CCO[C@H](c2ccccc2)c2ccccc2C1
  A = -0.5%[20.6 µM] | B = 8.0%[20.6 µM] | C = 0.6%[25.6 µM] | D = -5.3%[16.8 µM]

> CC1O[C@@H](O[C@H]2C(Oc3cc(O)c4c(=O)cc(-c5ccc(O)cc5)oc4c3)OC(CO)C(O)C2O)C(O)C(O)C1O (stereo not given in full)
  A = -4.3% | B = 9.2% | C = · | D = 6.9%

> Oc1ccc2c(c1)OCC1(O)Cc3cc(O)c(O)cc3C21 (stereo not given)
  A = 16.6% | B = -6.1% | C = · | D = -68.3%[inhibitor]

> CNC1C(O)C2OC3OC(C)CC(=O)[C@@]3(O)O[C@H]2[C@H](NC)C1O (stereo not given in full)
  A = -5.0% | B = -3.4% | C = · | D = -1.3%

> C[C@@H](C(=O)O)c1ccc(C(=O)c2cccs2)cc1
  A = -0.9%[20.6 µM] | B = -1.0%[20.6 µM] | C = -0.7%[25.6 µM] | D = -44.9%[16.8 µM]

> C=C1c2cccc(O)c2C(O)=C2C(=O)[C@]3(O)C(O)=C(C(N)=O)C(=O)C(N(C)C)C3C(O)C12 (stereo not given in full)
  A = 15.4% | B = -16.9% | C = · | D = -7.5%

> O=C(CSc1nc2ccccc2n1Cc1cccc(Cl)c1)N1CCN(c2ccc(F)cc2)CC1
  A = -14.5% | B = ? | C = 0.6% | D = -13.3%[10.9 µM]

> NOCC(=O)O
  A = 3.9% | B = 15.2% | C = -2.0% | D = -4.0%

> CCCCn1cnc2cc(NCc3ccccc3Cl)ccc21
  A = -21.4% | B = ? | C = 1.3% | D = -22.0%[10.9 µM]

> CCCCC(=O)O[C@@]1(C(=O)CO)C(C)CC2C3CCC4=CC(=O)C=C[C@@]4(C)[C@]3(F)C(O)C[C@]21C (stereo not given in full)
  A = 1.6% | B = -16.7% | C = · | D = -8.3%

> CCOC(N)=O
  A = -3.0% | B = -7.7% | C = · | D = -2.0%

> CN=C(NC#N)Nc1ccc(C2=NNC(=O)C[C@@H]2C)cc1
  A = -0.3% | B = 5.8% | C = 0.5%&3.2% | D = -3.7%

> OC[C@@H](O)CN1CCN(c2ccccc2)CC1
  A = 1.2%[20.6 µM] | B = 7.5%[20.6 µM] | C = 3.5%[25.6 µM] | D = 7.6%[16.8 µM]

> COc1ccc(-c2cn3cccnc3n2)cc1NC(=O)c1cc(C)cc(C)c1
  A = 6.1% | B = -8.0% | C = ? | D = -9.8%[10.9 µM]

> COc1ccc(Cn2c(SCc3ccc(C(=O)NC4CCCC4)cc3)nc3ccncc32)cc1
  A = 1.1% | B = -12.0% | C = ? | D = -15.7%[10.9 µM]

> C#C[C@@]1(O)CC[C@@H]2[C@@H]3CCC4=CC(=O)CC[C@@H]4[C@H]3CC[C@]21CC
  A = 7.6%[20.6 µM] | B = 3.3%[20.6 µM] | C = 2.5%[25.6 µM] | D = -6.7%[16.8 µM]

> CC(=O)OCC(=O)[C@@]1(O)CC[C@@H]2[C@H]3CCC4=CC(=O)C=C[C@]4(C)[C@]3(F)[C@@H](O)C[C@@]21C
  A = -4.2%[20.6 µM] | B = 7.5%[20.6 µM] | C = ? | D = -1.5%[16.8 µM]

> CCn1cc(C(=O)O)c(=O)c2cnc(N3CCNCC3)nc21
  A = 3.2% | B = 4.9% | C = 2.3%[25.6 µM] | D = -12.1%

> COc1nccc(-c2c(-c3ccc(F)cc3)ncn2C2CCC(O)CC2)n1 (stereo not given)
  A = 16.7% | B = -0.1% | C = 0.3% | D = -9.6%

> CC(=O)CCCCn1c(=O)c2c(ncn2C)n(C)c1=O
  A = 19.6% | B = 4.1% | C = -2.0% | D = -3.1%

> CC1CC2C3CCC4=CC(=O)C=C[C@]4(C)[C@@]3(Cl)C(O)C[C@]2(C)C1(OC(=O)c1ccco1)C(=O)CCl (stereo not given in full)
  A = -11.7% | B = -0.6% | C = · | D = -13.6%

> COc1cc(N)c(Cl)cc1C(=O)N[C@H]1CCN(CCCOc2ccc(F)cc2)C[C@@H]1OC
  A = -11.2% | B = -14.3% | C = ? | D = -11.5%

> CCc1ccc(CCOc2ccc(CC3SC(=O)NC3=O)cc2)nc1 (stereo not given)
  A = -8.1% | B = 3.9% | C = · | D = -2.7%

> O=C(Cn1c(=O)n(Cc2ccco2)c(=O)c2oc3ccccc3c21)Nc1ccccc1
  A = 2.1% | B = -11.3% | C = -3.5% | D = -16.8%[10.9 µM]

> Cc1ccc(=O)n(-c2ccccc2)c1
  A = 5.6% | B = 9.7% | C = 0.4%&-2.7% | D = -9.8%&-9.2%

> O=c1oc2c(O)c(O)cc3c(=O)oc4c(O)c(O)cc1c4c23
  A = -13.7%&-21.0% | B = ? | C = 1.8%[11.4 µM] | D = -5.8%&4.5%

> Cc1cccc(N2CCN(C(=O)CCC(=O)NNc3nc4ccccc4c4nc(C)nn34)CC2C)c1 (stereo not given)
  A = 4.7% | B = -27.1% | C = ? | D = 20.7%[10.9 µM]

> O=C(CCCCCn1c(=O)c2sccc2n(CC(=O)Nc2cccc(Cl)c2)c1=O)NCc1ccc2c(c1)OCO2
  A = ? | B = ? | C = ? | D = -9.2%[10.9 µM]

> Oc1cc2c(cc1O)[C@H]1c3ccc(O)c(O)c3OC[C@@]1(O)C2
  A = -12.0% | B = -21.9%&-7.1% | C = ? | D = -43.0%&-40.3%[inhibitor]

> O=C(c1ccccc1)c1ccc2n1CC[C@H]2C(=O)O
  A = -4.3%[20.6 µM] | B = 3.1%[20.6 µM] | C = 0.7%[25.6 µM] | D = -39.8%[inhibitor][16.8 µM]

> COc1c(O)cc2c(c1O)C1OC(CO)C(O)[C@H](O)[C@H]1OC2=O (stereo not given in full)
  A = 2.7% | B = 1.3% | C = · | D = 7.94µM*

> CC1=C(C(=O)O)N2C(=O)C(NC(=O)C(N)c3ccc(O)cc3)C2SC1 (stereo not given)
  A = 2.6% | B = 1.1% | C = · | D = -8.7%

> COCCn1c(SCC(=O)Nc2ccc(F)c(Cl)c2)nc2c(oc3ccccc32)c1=O
  A = -19.5% | B = ? | C = 0.5% | D = -7.4%[10.9 µM]

> CCN(CC)CCOC(=O)c1ccc(N)cc1
  A = 8.2% | B = -0.5% | C = 1.7%[25.6 µM] | D = -8.6%

> COc1ccc(C2CNC(=O)C2)cc1OC1CCCC1 (stereo not given)
  A = -6.9% | B = 2.0% | C = · | D = ?

> CCCCNc1ccc(C(=O)OCCN(C)C)cc1
  A = -7.7% | B = -7.7% | C = -1.2%[25.6 µM] | D = -15.2%

> CC[C@H](NC(C)C)[C@H](O)c1ccc(O)c2[nH]c(=O)ccc12
  A = -4.6% | B = -7.2% | C = 0.1% | D = -2.4%

> C[C@H](N[C@@H](C)COc1ccccc1)[C@H](O)c1ccc(O)cc1
  A = 11.7%[20.6 µM] | B = 7.3%[20.6 µM] | C = 7.0%[25.6 µM] | D = -1.3%[16.8 µM]

> O=C(O)CCC(=O)c1ccc(-c2ccccc2)cc1
  A = -15.2% | B = -10.5% | C = ? | D = -79.1%[inhibitor]

> C/C=C/C(=O)N(CC)c1ccccc1C
  A = 6.0% | B = 1.8% | C = · | D = -9.6%

> CN1CCCN=C1COC(=O)C(O)(c1ccccc1)C1CCCCC1 (stereo not given)
  A = 1.0% | B = -11.1% | C = · | D = -14.6%

> Oc1ccc(/C=C\c2cc(O)cc(O)c2)cc1
  A = 7.94µM* | B = 7.94µM* | C = -0.4% | D = -70.3%[inhibitor]

> COc1ccc(-n2nc3c(N4CCCC(C(=O)NCc5ccccc5C)C4)nnc(C)c3c2C)cc1 (stereo not given)
  A = ? | B = ? | C = ? | D = -14.6%[10.9 µM]

> Cc1cncn1CCc1nc2c3ccccc3nc(SCC(=O)Nc3cccc(Cl)c3)n2n1
  A = ? | B = ? | C = ? | D = -17.6%[10.9 µM]

> CC1Cc2ccccc2N1NC(=O)c1ccc(Cl)c(S(N)(=O)=O)c1 (stereo not given)
  A = 12.1% | B = 2.1% | C = · | D = -5.0%

# Record cards, as listed above. Order of screens: p53ts 32C tox | p53ts 39C tox | IkB signaling | Peg3 imprint
# Cc1cncn1CCc1nc2c3ccccc3nc(SCC(=O)Nc3cccc(Cl)c3)n2n1 as listed: ? | ? | ? | -17.6%[10.9 µM]
# C/C=C/C(=O)N(CC)c1ccccc1C as listed: 6.0% | 1.8% | · | -9.6%
# CN1CCCN=C1COC(=O)C(O)(c1ccccc1)C1CCCCC1 (stereo not given) as listed: 1.0% | -11.1% | · | -14.6%
# CCCCNc1ccc(C(=O)OCCN(C)C)cc1 as listed: -7.7% | -7.7% | -1.2%[25.6 µM] | -15.2%
# O=C(O)CCC(=O)c1ccc(-c2ccccc2)cc1 as listed: -15.2% | -10.5% | ? | -79.1%[inhibitor]

# Next section.
# Field names: A = p53ts 32C tox; B = p53ts 39C tox; C = IkB signaling; D = Peg3 imprint
> COc1cc(C(c2c(C)[nH][nH]c2=O)c2c(C)[nH][nH]c2=O)ccc1OC(=O)c1cccc(C)c1
  A = 5.4% | B = -2.8% | C = ? | D = -14.8%[10.9 µM]

> COc1cc2ncnc(Nc3cccc(Cl)c3)c2cc1OC
  A = -23.2% | B = ? | C = -0.8%&-11.0% | D = -3.9%&-8.3%

> CN[C@H]1[C@@H](O)[C@@H](NC)[C@@H]2O[C@@]3(O)C(=O)C[C@@H](C)O[C@H]3O[C@H]2[C@H]1O
  A = 0.3%[20.6 µM] | B = 9.5%[20.6 µM] | C = -2.5%[25.6 µM] | D = 4.7%[16.8 µM]

> C1CCC(C(C[C@@H]2CCCCN2)C2CCCCC2)CC1
  A = -6.4%[20.6 µM] | B = ? | C = 2.7%[25.6 µM] | D = -28.8%[16.8 µM]

# The list is partial (hit frequency here may not be typical).
